HSP90 inh – HSP90 refolding inhibition in rabbit reticulocyte lysate. luciferase refolding luminescence, 3 h. inhibition, % at 5.6 µM. 290,000 tested, 0.91% active. AID 1789;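 active = inhibition above the screen-wide mean plus 3 SD, computed separately per campaign, cut at about 16% in these data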;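 also: 0% = DMSO wells and 100% = 60 µM geldanamycin wells; inhibitors lower the luminescence because luciferase stays unfolded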
AI-2 QS mod – modulators of Vibrio harveyi AI-2 quorum sensing system; activity change, % at 7.5 µM; Vibrio harveyi JMH597 AI-2 luminescence/OD600 ratio, 9 h; hits give low values; strain lacks LuxN and CqsS sensors; 0 = neutral-control median; AID 2094; 300,000 tested, 0.4% active; in the data active = activity change below about -75%, passing the limit was not always enough; inconclusive = no clear call, values can overlap the other calls;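 also: luminescence divided by OD600 gain over 9 h not by final OD600 alone; inactives centre near 13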
HSF1 inhib – HSF1 inhibition. NIH3T3-HGL HSE-luciferase, MG132-induced, luminescence 8 h; hits give low values. activity change, negative = inhibition, % at 7.5 µM (by protocol). 300,000 tested, 0.77% active. AID 2098;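 active = more than half of replicate wells show activity change below -50%, luminescence cut by over half; inconclusive = some wells, but at most half, below -50%; inactive = no replicate well below -50%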;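 also: luciferase reports HSF-1 transcriptional activity via heat shock element; 0% = median of DMSO wells and -100% = zero luminescence signal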
IEC-6 cytotox – counter-screen for KLF5 inhibitors: cytotoxicity in IEC-6 cells. IEC-6 cytotoxicity, luminescence viability. inhibition, % at 5 µM. 290,000 tested, 0.78% active. AID 1825; in the data active = inhibition above about 22%;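 also: 0% = plate median of test compound wells and 100% = cytotoxic reference compound wells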
HIF activator – HIF pathway transcriptional activation; U2OS HRE-luciferase reporter, luminescence; normalized: DMSO 0%, desferrioxamine 100%; activation, % at 7.5 µM (by protocol); 300,000 tested, 0.32% active;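 active = mean activation of at least 10% of the iron chelator positive control signal, with at least half of replicates also reaching 10%; inconclusive = mean and replicate majority disagree about reaching 10%; inactive = mean and most replicates under 10%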
KLF5 inhibitor – kruppel-like factor 5 inhibition | DLD-1 KLF5 promoter-luciferase reporter, luminescence | inhibition, % at 5 µM | 290,000 tested, 0.23% active | AID 1700;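 active = inhibition above a per-plate limit of that plate's mean compound inhibition plus 3 SD, cut at about 60% in these data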;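 also: 0% = DMSO wells and 100% = LY294002 at 200 µM; higher means less KLF5 promoter-driven luciferase light; inactives centre near -14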
aSyn UTR inh – 5' untranslated region of α-synuclein, MLPCN primary screen | alpha-synuclein 5'UTR reporter, inhibitor activity | inhibition, % (tested at 7.5 µM) | 300,000 tested, 0.82% active; in the data active = inhibition above about 60%; inconclusive = no clear call, values can overlap the other calls;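 also: H4 neuroglioblastoma cells stably carrying SNCA 5'UTR luciferase fusion; 0% = DMSO wells and 100% = positive control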
GSK3beta inhib – inhibitors of human GSK3beta kinase; 300,000 tested, 0.038% active; activity score (negative = inhibition), % at 10 µM; AID 2097; GST-GSK3beta kinase, ADP-Glo luminescence, 60 min; hits give low values;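 active = more than half of replicate wells score below -50%, meaning over 50% inhibition versus plate controls; inconclusive = some replicates but at most half score below -50%; inactive = no replicate scores below -50%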;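 also: 0% = median DMSO wells and -100% = median GW8510 positive control wells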
Target sequence (P49841 whole entry, looked up): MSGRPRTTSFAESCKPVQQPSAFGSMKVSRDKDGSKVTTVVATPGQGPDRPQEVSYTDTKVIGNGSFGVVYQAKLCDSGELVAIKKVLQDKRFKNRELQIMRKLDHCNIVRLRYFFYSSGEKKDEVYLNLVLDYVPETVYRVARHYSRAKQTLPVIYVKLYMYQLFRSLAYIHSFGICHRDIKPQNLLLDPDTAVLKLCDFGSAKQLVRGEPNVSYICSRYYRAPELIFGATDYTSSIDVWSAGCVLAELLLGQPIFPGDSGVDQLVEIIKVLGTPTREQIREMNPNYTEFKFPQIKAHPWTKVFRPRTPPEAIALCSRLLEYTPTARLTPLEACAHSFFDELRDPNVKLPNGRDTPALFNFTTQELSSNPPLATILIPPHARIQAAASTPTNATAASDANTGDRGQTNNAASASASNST
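Assay system: GST-fused GSK3beta enzyme, cell-free / Medium: Tris pH 7.5 buffer with MgCl2, DTT, BSA, heparin / Also added: peptide substrate plus 25 µM ATP (final) / Compound: 10 µM single point / Timing: kinase reaction with compound 60 min at room temperature / Detection: ADP-Glo luminescence / Benchmarks: DMSO neutral wells and GW8510 at 20 µM as positive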
GSK3 alpha inh – human GSK-3 alpha kinase inhibition | 320,000 tested, 0.1% active | P49840 | inhibition, % at 10 µM | ADP-Glo luminescence, 60 min | AID 2650;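 in the data active = inhibition above about 50%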;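 also: GST-tagged GSK-3 alpha with peptide substrate and 25 µM ATP; 0% = DMSO neutral wells and 100% = GW8510 positive control wells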
Target sequence (P49840 whole entry, looked up): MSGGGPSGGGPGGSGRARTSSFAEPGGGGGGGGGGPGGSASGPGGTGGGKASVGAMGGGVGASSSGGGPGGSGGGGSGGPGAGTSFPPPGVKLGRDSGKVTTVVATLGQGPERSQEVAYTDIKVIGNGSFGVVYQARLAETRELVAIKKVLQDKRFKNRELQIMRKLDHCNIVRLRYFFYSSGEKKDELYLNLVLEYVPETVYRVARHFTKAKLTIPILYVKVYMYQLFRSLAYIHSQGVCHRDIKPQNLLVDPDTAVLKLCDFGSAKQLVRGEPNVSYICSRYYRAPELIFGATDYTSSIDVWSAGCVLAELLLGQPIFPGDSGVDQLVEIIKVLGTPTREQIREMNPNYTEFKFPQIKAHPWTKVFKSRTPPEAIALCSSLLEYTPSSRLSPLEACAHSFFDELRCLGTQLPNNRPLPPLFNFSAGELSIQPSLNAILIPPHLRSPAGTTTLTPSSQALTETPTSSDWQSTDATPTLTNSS
HSF-1 act – increases HSF-1 driven luciferase reporter signal; NIH3T3-HGL HSF-1 luciferase reporter, MG132, 8 h; 100% = twice DMSO control signal; activation, % at 9 µM; 300,000 tested, 1.7% active;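 active = mean replicate activation of at least 50% with a set share of replicates each reaching 50%; inconclusive = only one of those two conditions met; inactive = mean below 50% and too few replicates reaching it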;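 also: 0% = median of the neutral control wells and 100% = twice that signal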
An asterisk follows results filed as active; ? = inconclusive; . = not tested or not shown.

The line under a structure holds: HSP90 inh	AI-2 QS mod	HSF1 inhib	IEC-6 cytotox	HIF activator	KLF5 inhibitor	aSyn UTR inh	GSK3beta inhib	GSK3 alpha inh	HSF-1 act
COCCN(CCOC)S(=O)(=O)c1ccc(OC)cc1
 : -1	18	-3	-3	0.6	-27	18	0	-1	-8
CCN1CCN(CC(O)COc2ccc3c(c2)CCC3)CC1 (stereo not drawn)
 : 4	6	-5	7	0.1	-21	4	1	0	-4
CCN(CC)C(=O)c1ccc(S(=O)(=O)c2ccccc2)cc1
 : -5	39	2	8	-8.6	-29	9	-1	-3	-10
CCOC(=O)C(C)c1c(C)[nH]c(=S)[nH]c1=O (stereo not drawn)
 : 0	11	1	8	-0.1	-6	-12	0	4	-10
CCn1c(O)c(/C=N/n2cnnc2)sc1=S
 : 0	-5	-17	-8	-0.4	-40	-9	1	1	-4
O=C(Nc1ccc(Br)cc1F)c1ccc2nsnc2c1
 : -2	16	23	4	4.3	-178	-106	1	-1	27
O=C1OCCC1Sc1nc(-c2ccccc2)cs1 (stereo not drawn)
 : 0	18	2	1	-1.0	-6	10	0	0	39
Brc1cc(Br)c2nc3c(cc2c1)CCC3
 : 3	2	-9	2	-0.1	8	10	1	-1	-12
Cc1c(C(=O)N2CCCC2)nnn1-c1nonc1N
 : 0	14	-9	6	-0.5	8	6	-23	-1	-11
Cc1ccc(S(=O)(=O)N2CCN(S(=O)(=O)N3CCOCC3)CC2)c(C)c1
 : 6	12	1	-3	-0.4	-17	-15	-1	-4	5
CCOC(=O)c1cc2occc2n1CC(=O)Nc1ccc(OC)cc1OC
 : 0	18	7	0	-0.4	15	-4	0	-2	19
CCC1(C)CC(c2nc(-c3ccc(OC)cc3)cs2)CCS1 (stereo not drawn)
 : 3	27	3	6	-0.8	5	17	-1	0	12
O=C(CN(Cc1ccccc1)C(=O)c1cccc([N+](=O)[O-])c1)Nc1c(Cl)cc(Cl)cc1Cl
 : 0	24	5	-6	-0.7	-15	20	-1	2	-7
Cc1nc2ccc(S(=O)(=O)N(C)CC(=O)NC(C)c3ccccc3)cc2s1 (stereo not drawn)
 : 4	9	4	-10	-0.6	-10	25	0	-2	8
Cc1nn(C)c(NC(=O)c2ccc([N+](=O)[O-])cc2)c1Cl
 : 2	27	-3	2	-0.3	-14	30	-2	-2	2
Cc1ccc2nc(-c3ccccn3)cc(C(=O)NC3CCN(C)CC3)c2c1
 : -1	23	2	-1	0.3	-9	-29	0	.	-25
Cc1c(OCC(=O)N(C)C)ccc2c(-c3ccccc3)cc(=O)oc12
 : -2	10	0	4	0.0	-17	-1	-1	-2	-4
O=C(Nc1ccccc1)c1n[nH]c(Cn2cncn2)n1
 : -5	18	1	6	0.0	8	15	-9	0	-10
COC(=O)C1=C(C)N(CCCC(=O)O)C(=O)NC1c1cc2c(cc1[N+](=O)[O-])OCO2 (stereo not drawn)
 : 10	-2	-1	-21	2.0	-5	5	0	0	9
Cc1cccc(/C=C2/Sc3ccc(C(=O)NCCN4CCCC4)cc3NC2=O)c1
 : -3	.	-4	-5	-2.1	-20	-58	-21	11	3
Clc1ccc2nc(CSc3nnc4ccccn34)cn2c1
 : 10	22	27	3	1.8	-122	-57	0	-4	68*
CC(=O)/C(=C/c1ccccc1)C(=O)Nc1ccccc1C
 : -2	11	31	1	0.1	-9	-28	4	.	55*
CCCNC(=O)CCn1nc(-c2ccc(C)cc2)c2ccccc2c1=O
 : 0	2	2	-1	-0.6	-16	17	-2	0	31
CCc1ccc(NS(=O)(=O)c2cc3c4c(c2)CCN4C(=O)CC3)cc1
 : .	9	10	.	0.7	.	24	1	0	12
CCOC(=O)c1cc(C(=O)n2cc(Cl)cn2)nn1C
 : 1	13	-10	6	0.0	2	17	2	-1	2
C#CCOC(=O)c1csc2nnsc12
 : 5	15	-4	-2	-1.1	-38	-22	0	-1	-22
Cc1cc(O)ccc1N/C=C1\CCCC1=O
 : 4	13	2	-8	-1.1	-2	-38	-11	4	0
Cc1nn(C)c(C)c1/C=C(\C#N)C(N)=O
 : -3	7	-8	-6	-0.2	6	4	4	3	-5
O=C(O)CCc1nn2c3ccccc3n(CCN3CCCCC3)c2nc1=O
 : 7	15	-9	1	-0.3	8	13	-1	.	-9
O=C(C#Cc1ccccc1)c1ccc([N+](=O)[O-])cc1
 : 4	-15	51	3	2.6	-7	-95	3	.	61*
Clc1ccc(-c2nc3n(n2)Cc2ccccc2-3)cc1
 : 2	23	26	-2	-0.8	-32	-5	2	2	46
O=C(OCC(=O)N1CCCC1)c1cc(Cl)ccc1Cl
 : -7	13	-4	1	-0.2	-9	-9	1	1	-10
O=C(NCc1ccc(F)cc1)C(c1ccccc1)N(C(=O)c1csnn1)C1CC1 (stereo not drawn)
 : 0	11	4	-4	-0.7	-13	19	-2	-2	11
CCn1c(SCC(=O)Nc2nc(-c3ccccc3)cs2)nnc1-c1ccccc1
 : 1	-8	8	6	.	3	-3	1	0	21
CN(Cc1ccccc1F)C(=O)COc1ccc(C(=O)c2ccccc2)cc1
 : -1	6	-2	6	-2.3	-5	4	-3	4	-2
Cc1c(CN2CCC(CO)(CCOc3ccccc3)CC2)[nH]c2ccc(Cl)cc12
 : 2	-10	9	-1	-2.0	27	26	-2	-3	13
COc1ccc(NS(=O)(=O)c2ccc3c(c2)N(C(C)=O)CCO3)c(OC)c1
 : -2	.	-1	0	-0.1	-11	1	0	0	-1
N#CCCCN1C(=O)C(=C(C#N)C#N)c2ccccc21
 : 4	25	6	3	-0.1	-22	-20	2	-1	-14
CCc1ccc(NC(=O)CNC(=O)[C@@H]2Cc3ccccc3CN2)cc1
 : -1	5	-35	-6	-0.6	1	-14	2	-5	-48
COc1ccc(NC2CCCN(C(=O)c3cc4ncccn4n3)C2)cc1 (stereo not drawn)
 : -7	19	2	-7	1.1	-41	-9	0	0	19
CCCCN(C(=O)CCC(=O)Nc1cc(C)on1)C(C(=O)NC1CCCC1)c1ccc(OC)cc1 (stereo not drawn)
 : 0	41	-2	-3	0.0	4	27	1	1	-4
O=c1c2cc(N3CCOCC3)ccc2[nH]c(=S)n1CCCN1CCCCC1
 : 5	16	0	2	0.7	1	7	0	-1	-7
O=C(NCc1ccc(F)cc1)c1cc2sccc2n1Cc1ccc(F)cc1
 : 2	13	1	-4	-23	-13	11	-3	-1	9
COc1ccccc1NC(=O)c1sc2nc(N3CCOCC3)c3c(c2c1N)CCCC3
 : -5	28	3	-4	0.1	-20	0	0	-4	9
Cc1cccc2cc(CN(CC3CCCO3)C(c3nnnn3Cc3ccco3)C(C)C)c(=O)[nH]c12 (stereo not drawn)
 : 2	48	18	2	-0.3	4	33	4	-3	20
O=C(CSc1ncn[nH]1)N1CCN(c2nnc(-c3ccccc3)c3ccccc23)CC1
 : 0	9	-9	-2	-0.4	8	12	1	-1	-3
Cc1cc(=O)n(CCc2ccccc2)c(O)c1C#N
 : -1	17	2	-7	-0.4	-21	23	4	-1	-2
COc1cc(C(=O)Nc2cccc(C)c2C)c(Br)c(OC)c1OC
 : 2	9	20	-2	-0.2	2	-17	-1	0	21
COCC(C)NC(=O)C1c2ccccc2Oc2ccccc21 (stereo not drawn)
 : -1	11	-6	-7	-41	-62	3	-3	-2	6
CC(C)(C)c1ccccc1NC(=O)c1c(O)c2cccc3c2n(c1=O)CC3
 : 3	27	24	4	0.2	-10	-48	3	-2	31

Next section.
The line under a structure holds: HSP90 inh	AI-2 QS mod	HSF1 inhib	IEC-6 cytotox	HIF activator	KLF5 inhibitor	aSyn UTR inh	GSK3beta inhib	GSK3 alpha inh	HSF-1 act
CC12CCCC[C@@H]1CCC1C2CCC2(C)C1CC[C@@]2(O)CNCCO (stereo partly drawn)
 : -3	6	-7	-4	0.8	-37	-5	-2	-5	-16
CCOc1ccc(C2CC(=O)NC(SC)=C2C#N)cc1 (stereo not drawn)
 : -4	21	-1	-4	0.0	4	5	6	-3	-13
Cc1ccc(C(=O)c2sc(Nc3ccccc3)c(C#N)c2N)cc1
 : -2	10	.	-5	0.0	-15	15	1	3	.
COC(=O)c1c(-c2ccccc2)c[nH]c1C
 : 0	16	12	-2	2.3	-9	-56	1	2	25
Cc1ccc(NCc2nc3ccccc3n2C)cc1C
 : 1	25	26	0	-3.3	-108	-113	0	-3	?
CCn1c(SCc2ccc(C(=O)Nc3nccs3)cc2)nnc1-c1ccc(NC(C)=O)cc1
 : -1	6	5	-1	0.6	-16	-53	0	3	29
Cc1ccccc1OCCCC(=O)Nc1ccc2c(c1)OCO2
 : 0	38	4	-6	0.2	-13	-9	-1	-5	-14
O=C(Nc1nc2ccc([N+](=O)[O-])cc2s1)c1ccco1
 : -4	23	2	-2	0.3	-44	-74	-1	0	15
COc1ccc(N2CCN(C(=O)c3cccnc3)CC2)c([N+](=O)[O-])c1
 : 1	-5	7	1	0.2	-15	10	-4	-3	15
CC(OC(=O)C1CCN(S(=O)(=O)c2ccc(Cl)cc2)CC1)C(=O)NC1CCCCC1C (stereo not drawn)
 : 1	16	7	10	0.1	-12	-2	-3	0	4
CCN(CC)c1ccc(NC(=O)Nc2ccc(C(C)=O)cc2)cc1
 : 0	47	6	0	0.3	-17	-68	1	1	16
CN1C2CCC1CC(NS(=O)(=O)c1cc(Cl)c(Cl)cc1Cl)C2 (stereo not drawn)
 : 6	16	-2	-4	0.2	-8	10	-1	0	20
Cc1ccc(N2CC(NC(=O)C(=O)c3c(C)[nH]c4ccccc34)CC2=O)cc1 (stereo not drawn)
 : .	10	7	.	0.3	.	23	2	1	30
CCOc1cccc(C(=O)NC(=S)Nc2ccc(N3CCCC3)cc2)c1
 : -2	22	-4	-4	0.4	-5	-15	-3	4	-2
COc1ccc(C(=O)NC(=S)NCc2ccco2)cc1Br
 : 5	16	28	9	0.3	-12	-3	2	-1	47
CCn1c(SCc2ccccc2)nc2cc(S(N)(=O)=O)ccc21
 : -5	.	7	0	-1.7	17	32	.	0	12
COc1ccc(N(CC(=O)NCc2ccco2)S(C)(=O)=O)cc1Cl
 : -3	15	0	0	0.0	-26	4	1	-3	-22
COCCn1c(SCC(=O)Nc2cccc(OC)c2)nnc1-c1ccccc1
 : 0	10	-7	-5	-0.2	-6	25	-3	0	5
COc1ccc(OCC(=O)NS(=O)(=O)c2ccc(Cl)cc2)cc1
 : -2	25	-8	2	0.1	-2	10	5	-3	-14
O=C(CCc1nnc(C2CCCCC2)o1)NCc1cccc(-n2cccn2)c1
 : 2	2	-4	4	0.0	4	-4	-2	1	-13
CCOC(=O)c1nc(C)c(C(C)=O)s1
 : .	-12	-8	.	1.3	.	11	2	-1	-18
O=C(NCCc1cccs1)C1CCC(=O)N(CCc2cccc(F)c2)C1 (stereo not drawn)
 : -9	-2	0	-6	-0.2	-6	-6	0	1	4

Source: PubChem (several laboratories)
